High-throughput results (PubChem BioAssay)
BAP1 block: inhibitors of BAP1 deubiquitinase, primary screen, biochemical, Ub-AMC fluorescence, kinetic; Ubiquitin carboxyl-terminal hydrolase BAP1 (Homo sapiens), Q92560; recombinant BAP1, Ub-AMC hydrolysis fluorescence kinetic; active compounds read low; activity remaining (% of control), % at 20 µM; 72,000 compounds, 0.48% hits; AID 436, 2006;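 active means activity remaining at or below 50% of control, provided the compound also passes the data quality filters; inactive means the rest, including low values that fail the filters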;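 further: 100% = DMSO wells rate and 0% = substrate alone blank rate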
Target sequence (Q92560 whole entry, looked up): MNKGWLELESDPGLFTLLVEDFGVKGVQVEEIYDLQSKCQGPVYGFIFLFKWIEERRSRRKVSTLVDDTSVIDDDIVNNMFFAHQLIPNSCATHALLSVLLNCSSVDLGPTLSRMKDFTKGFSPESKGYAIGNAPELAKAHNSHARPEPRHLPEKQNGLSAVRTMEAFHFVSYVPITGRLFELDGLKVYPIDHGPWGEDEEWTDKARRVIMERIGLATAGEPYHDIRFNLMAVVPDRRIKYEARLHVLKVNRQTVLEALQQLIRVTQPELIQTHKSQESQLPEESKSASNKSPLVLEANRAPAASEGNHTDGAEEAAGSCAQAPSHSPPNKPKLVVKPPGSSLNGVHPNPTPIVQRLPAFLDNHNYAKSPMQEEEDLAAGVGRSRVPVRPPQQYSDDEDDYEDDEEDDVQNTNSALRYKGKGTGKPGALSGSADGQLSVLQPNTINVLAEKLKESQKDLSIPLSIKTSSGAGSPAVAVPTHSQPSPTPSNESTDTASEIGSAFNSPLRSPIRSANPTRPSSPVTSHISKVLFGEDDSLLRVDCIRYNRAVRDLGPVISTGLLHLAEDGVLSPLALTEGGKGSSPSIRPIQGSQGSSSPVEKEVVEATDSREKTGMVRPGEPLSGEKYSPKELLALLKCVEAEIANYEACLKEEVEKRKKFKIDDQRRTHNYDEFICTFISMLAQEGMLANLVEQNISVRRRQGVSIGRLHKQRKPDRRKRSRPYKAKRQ
HePTP inhibitor: inhibitors of human HePTP phosphatase, primary screen, biochemical, absorbance, leukemia target. 110,000 compounds, 0.64% hits. inhibition, % at 20 µM. AID 521, 2006. recombinant HePTP phosphatase activity, OD absorbance; in the data active means inhibition above about 50%;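 further: plate controls were vehicle for no effect and reference inhibitor for full effect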
Target sequence (P35236 whole entry, looked up): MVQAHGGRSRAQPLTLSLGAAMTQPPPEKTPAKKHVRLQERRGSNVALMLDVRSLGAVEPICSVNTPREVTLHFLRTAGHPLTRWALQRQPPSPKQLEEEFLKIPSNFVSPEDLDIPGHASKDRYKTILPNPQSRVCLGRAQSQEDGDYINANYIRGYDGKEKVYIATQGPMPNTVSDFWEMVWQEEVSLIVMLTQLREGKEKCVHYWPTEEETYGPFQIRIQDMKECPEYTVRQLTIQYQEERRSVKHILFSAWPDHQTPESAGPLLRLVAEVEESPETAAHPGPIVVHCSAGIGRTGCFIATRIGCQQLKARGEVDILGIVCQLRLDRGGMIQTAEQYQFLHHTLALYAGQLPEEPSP
Starred values were filed as active, the others as inactive; · = no result given; & = joins results of further samples.

SMILES | BAP1 block | HePTP inhibitor
CCOC(=O)c1c(NC(=O)c2cc(OC)c(OC)c(OC)c2)sc2c1CCC(C)C2 (centres undefined) | · | 9
COc1cc(/C=C2\SC(N)=NC2=O)cc(OC)c1 | · | -1
CN1C(=O)C(=Cc2ccc(-c3cc([N+](=O)[O-])ccc3O)o2)C(=O)N(C)C1=O | · | -3
O=C1c2ccccc2C(=O)N1c1ccc2nc(SCc3ccc([N+](=O)[O-])cc3)sc2c1 | · | 12
COC(=O)c1cc(Br)c(=O)n(CCN2CCCCC2)c1 | · | -7
CCN(CC)C(=O)CN(c1ccc(F)c(Cl)c1)S(C)(=O)=O | 86 | -6
Cc1cc2c(cc1C)-c1nnc(-c3ccco3)n1C(C)(C)C2 | · | -2
COC(=O)C(NC(=O)C(NC(=O)c1ccccc1)C(C)C)C(C)C (centres undefined) | 55 | 5
COc1ccc2c(c1)C(=O)/C(=C/c1cccc(I)c1)CC2 | · | 5
O=C(c1cccc(I)c1)N1CCN(c2ccccn2)CC1 | · | 4
CCOc1ccc(N(CC)S(=O)(=O)c2ccc3c(c2)oc(=O)n3C)cc1 | 102 | 1
Cc1ccc(C(=O)N/C(=C/c2ccc(-c3ccc(Cl)cc3)o2)C(=O)NC(C)C)cc1 | · | 8
O=C(O)c1ccc(S(=O)(=O)c2ccc3c(c2)C(=O)N(c2ccc(O)c(C(=O)O)c2)C3=O)cc1 | · | 0
O=C(NC1CCCc2ccccc21)C1CCN(S(=O)(=O)c2cccc3nonc23)CC1 (centres undefined) | 68 | 7
CCOc1ccc2[nH]c(=O)c(CN(CCN3CCOCC3)Cc3nnnn3C(C)(C)CC)cc2c1 | · | 4
Cc1nc2oc3c(NCc4ccccn4)ncnc3c2c2c1COC(C)(C)C2 | 98 | -20
CCOC(=O)N1CCN(C(=O)CN(C)S(=O)(=O)c2ccc(OC)c(OC)c2)CC1 | 111 | 11
CSc1ccc2[nH]c(=O)cc(C)c2c1 | · | -7
COc1cc(CNC2CCCCCC2)cc(OC)c1O | 100 | 8
C[n+]1ccc2c(c1)ncn2Cc1ccccc1 | · | 4
CC(C)=C1C2C=CC1C1C(=O)NC(=O)C21 (centres undefined) | · | -9
Cn1cc(C(=O)N/N=C/C=C(\Br)c2ccccc2)ccc1=O | · | -19
O=C(NCCc1ccccc1)c1nc2c(nnn2Cc2ccccc2Cl)c(=O)[nH]1 | 76 | -2
O=C(NCc1cccs1)C1CCN(S(=O)(=O)c2ccc(Br)s2)CC1 | 115 | 8
COc1ccc(C(=O)Nc2cc(Cl)ccc2Cl)cc1NC(=O)C(c1ccccc1)c1ccccc1 | · | -8

Single values from the entries so far:
HePTP inhibitor result of C[n+]1ccc2c(c1)ncn2Cc1ccccc1 is entered as 4
BAP1 block result of O=C(NCc1cccs1)C1CCN(S(=O)(=O)c2ccc(Br)s2)CC1 is entered as 115

Returning to the listing, starting 4 compounds before the break.
SMILES | BAP1 block | HePTP inhibitor
Cn1cc(C(=O)N/N=C/C=C(\Br)c2ccccc2)ccc1=O | · | -19
O=C(NCCc1ccccc1)c1nc2c(nnn2Cc2ccccc2Cl)c(=O)[nH]1 | 76 | -2
O=C(NCc1cccs1)C1CCN(S(=O)(=O)c2ccc(Br)s2)CC1 | 115 | 8
COc1ccc(C(=O)Nc2cc(Cl)ccc2Cl)cc1NC(=O)C(c1ccccc1)c1ccccc1 | · | -8
Cc1nc2c([nH]1)C1(CCN(Cc3ccccc3)CC1)C(C#N)=C(N)O2 | 108 | 2
CCC(=O)Nc1ccc(F)c(Cl)c1 | 89 | 10
COc1cc(N/N=C/c2ccncc2)ncn1 | · | -7
O=S(=O)(c1ccccc1)N1CCN(c2ncnc3sc(-c4ccccc4)cc23)CC1 | · | -2
COc1ccc(COc2ccc3c(C)cc(=O)oc3c2)cc1 | · | -6
NC(=O)NC(=O)C[n+]1cccc(C(N)=O)c1 | 62 | ·
CC(=O)Nc1cccc(NC(=O)c2cccc(Cl)c2)c1 | 62 | ·
CC(C)Cc1ccc(C(C)C(=O)Nc2ccc(O)cc2)cc1 (centres undefined) | · | 8
C=CCn1c(SCC(=O)Nc2ccc3c(c2)CCC3)nnc1-c1cccs1 | 76 | 6
Cc1ccc2c(c1)N(C(=O)CCC(=O)N1CCc3ccccc3C1)CCO2 | 96 | 0
CCOC(=O)N1CCC(N2Cc3cccc(C(=O)Nc4cc(F)ccc4F)c3C2=O)CC1 | 89 | 1
Cn1ncc([N+](=O)[O-])c1C(=O)Nc1ccccc1C(=O)O | 184 | ·
O=C(COC(=O)CCC(=O)c1cccs1)NCc1ccco1 | 86 | 9
COc1ccc(CCCc2nnc(SCC(=O)Nc3nccs3)n2C)cc1C | 98 | 8
CCN(CC)c1cc(Oc2ccccc2)ncn1 | 56 | 16
O=C(NC(=S)N1CCCCCC1)c1ccc(Br)cc1 | · | 6
Cc1ccc(N(CC(=O)Nc2ccc(C)cn2)S(=O)(=O)c2c(C)nn(C)c2C)cc1 | 103 | 6
N#Cc1cccc(N=Cc2ccc(OCc3ccccc3)cc2)c1 | · | 1
Cc1c(NC(=O)CN2C(=O)c3ccccc3S2(=O)=O)c(=O)n(-c2ccccc2)n1C | 75 | ·
C[C@H](C(=O)C=[N+]=[N-])N1C(=O)c2ccccc2C1=O | 107 | 7
COC(=O)C(=C/C=C/N(C)C)C(=O)OC | · | 8
O=C1CC(c2cccs2)c2ccc3ccccc3c2N1 (centres undefined) | 128 | 7
COc1ccc(NC(=O)CC2CCC2)cc1 | · | 8
CC1=C(C(=O)OC(C)C)C(c2ccc(O)c([N+](=O)[O-])c2)C2=C(CC(C)(C)CC2=O)N1 (centres undefined) | · | 3
Cc1cccc(OCc2nc(-c3ccc([N+](=O)[O-])cc3)no2)c1 | · | -9
Next section:
SMILES | BAP1 block | HePTP inhibitor
COc1ccc(-c2nn(-c3ccccc3)cc2/C=C/C(=O)c2ccccc2)cc1Br | · | 8
COC(=O)C1=C(C)NC2=C(C(=O)CCC2)C1c1cccc(C)n1 (centres undefined) | · | 7
CCN(CC)S(=O)(=O)c1ccc2oc(C(=O)Nc3ccc(OC)cc3OC)c(C)c2c1 | · | 3
O=C(NC1CCCCC1)C1c2ccccc2C(=O)N1Cc1ccco1 (centres undefined) | 93 | 19
NS(=O)(=O)c1ccc(S(=O)(=O)N(Cc2ccccc2F)CC2CCCO2)cc1 (centres undefined) | 95 | -2
COCCCN1C(=O)C(=O)/C(=C(/O)c2ccc(OC(C)C)cc2)C1c1cccnc1 (centres undefined) | 82 | 8
C=CCOc1ccc(Cl)cc1C(=O)O | 115 | 4
COc1ccc(C=NCC2OCCc3ccccc32)c(OC)c1 (centres undefined) | · | -17
C=CCn1c(CC(=O)OC)csc1=Nc1ccc(C(C)=O)cc1 | 118 | 6
COc1ccc(N(CC(=O)Nc2cccc(SC)c2)S(C)(=O)=O)cc1Cl | 87 | -6
O=C(CCN1C(=O)S/C(=C\c2ccccc2)C1=O)Nc1ccccc1 | · | 0
CC(=O)N(C)c1ccc(NC(=O)c2cccs2)cc1 | · | -15
Cc1nc(-c2ccccc2)nc2nc(-c3ccccc3)nc(C)c12 | · | 3
Cc1cn2c(nc1=O)OC1C(O)C(COC(=O)c3ccccc3)OC12 (centres undefined) | 92 | 7
Cc1nn(-c2ccccc2)c(C)c1/C=N/NC(=O)CSc1nc2ccccc2[nH]1 | · | 10
NC(=O)c1ccccc1NS(=O)(=O)c1cccs1 | 103 | 7
COC(=O)c1c(NC(=O)COc2cc(C)c(Cl)c(C)c2)sc2c1CCC(C)C2 (centres undefined) | 81 | ·
CCOC(=O)C(C(C)=O)c1cc(NS(=O)(=O)c2ccc(C)cc2)c2ccccc2c1NS(=O)(=O)c1ccc(C)cc1 (centres undefined) | · | 50
Cc1cc(C(=O)Nc2ccc3c(c2)OCCO3)ccc1[N+](=O)[O-] | 81 | ·
CC(N=c1ccccn1C(=O)Nc1ccc(Cl)cc1)c1ccco1 (centres undefined) | 55 | 1
CC(C)[C@H](NC(=O)OCc1ccccc1)C(=O)N[C@H](C=O)Cc1ccccc1 | 87 | ·
COc1ccc(C2SCC(=O)N2CCN2CCCCC2)cc1 (centres undefined) | · | 3
COC(=O)c1sc(-c2ccccc2)cc1NC(=O)c1ccc(S(=O)(=O)N2CC(C)OC(C)C2)cc1 (centres undefined) | 187 | ·
CCCCOc1ccc(-c2nc(-c3ccccc3Cl)no2)cc1 | · | 4
Cc1cc(NC(=O)c2cc(-c3ccc(C(C)C)cc3)nc3ccccc23)no1 | · | 22

Reformatted tab-delimited: entries from further up
SMILES	BAP1 block	HePTP inhibitor
CCOC(=O)C(C(C)=O)c1cc(NS(=O)(=O)c2ccc(C)cc2)c2ccccc2c1NS(=O)(=O)c1ccc(C)cc1 (centres undefined)	·	50
COc1ccc(N(CC(=O)Nc2cccc(SC)c2)S(C)(=O)=O)cc1Cl	87	-6
Cc1cn2c(nc1=O)OC1C(O)C(COC(=O)c3ccccc3)OC12 (centres undefined)	92	7
CC(N=c1ccccn1C(=O)Nc1ccc(Cl)cc1)c1ccco1 (centres undefined)	55	1
COC(=O)c1sc(-c2ccccc2)cc1NC(=O)c1ccc(S(=O)(=O)N2CC(C)OC(C)C2)cc1 (centres undefined)	187	·

Further structures follow.
SMILES | BAP1 block | HePTP inhibitor
CS(=O)(=O)N1CCCC(C(=O)N2CCOCC2)C1 (centres undefined) | 100 | 9
Cc1ccc(CC2CC(=O)N(CCc3ccc4c(c3)OCO4)C2=O)cc1 (centres undefined) | 97 | 9&-9
Cc1ccccc1CSc1nnc(C)n1N | 122 | -10
N#CCCN1CCN(S(=O)(=O)c2ccc(S(=O)(=O)N3CCOCC3)cc2)CC1 | 105 | 9
CCN1CCN(Cc2ccc(NC(=O)Nc3ccc(SC)cc3)cc2)CC1 | 134 | 5
CCOC(=O)Cn1cc(C(=O)OC)c2ccccc21 | 94 | 0
CCOC(=O)c1c(C)oc2cc(Br)c(OCC)cc12 | · | 5
Cc1ccc(N(CC(=O)N2CCN(c3ccc(F)cc3)CC2)S(=O)(=O)c2c(C)nn(C)c2C)cc1 | 96 | -6
COC(=O)C1=C(C)NC2=C(C(=O)CC(c3cccs3)C2)C1c1cc(OC)c(OC)c(OC)c1 (centres undefined) | · | -7
Cc1ccc(C(=O)Nc2ccc(Cl)cn2)cc1[N+](=O)[O-] | · | 2
Cc1ccc2oc(=O)n(CCCOc3ccccc3)c2c1 | 100 | 4
CN(CC(=O)NCC1CCCO1)S(=O)(=O)c1cc(Cl)ccc1Cl (centres undefined) | 91 | 3
O=C(NCc1ccco1)c1ccc2c(=O)n(CC3CCCO3)c(=S)[nH]c2c1 (centres undefined) | 82 | 12
Cc1nc2ccccc2c(=O)n1NC(=O)Nc1ccccc1 | 72 | 14
CC(=O)COc1ccc2c(C(F)(F)F)cc(=O)oc2c1 | · | 4
CCOc1cc(C)c(Cl)cc1S(=O)(=O)N(CC)CC | 73 | 8
COc1ccc(C(=O)CN2C3=NCCCN3c3ccccc32)cc1OC | 95 | -2&-16
O=C(CN1CCN(C(=O)c2cccs2)CC1)NC1CCCCC1 | 91 | 4
CCCCC(=O)Nc1cccc2c1C(=O)N(c1ccccc1)C2=O | 95 | 3
Cc1csc(-c2cc3ccc(OCc4c(F)c(F)c(F)c(F)c4F)cc3oc2=O)n1 | · | 3
CCn1c2ccccc2c2cc(NC(=O)c3cccnc3)ccc21 | · | -8
NC(=O)c1cc2nc(-c3ccco3)cc(C(F)(F)F)n2n1 | · | 8
CCS(=O)(=O)N1CCC(C(=O)NCCCOC)CC1 | 112 | 7
O=[N+]([O-])c1ccc(S(=O)(=O)N2CCCCCC2)cc1 | · | 7
CCCCOc1ccc(CSc2ncn[nH]2)cc1 | 91 | 2
Carrying on.
SMILES | BAP1 block | HePTP inhibitor
CCOc1ccc2c(=O)c(Oc3ccc(OC)cc3)c(C(F)(F)F)oc2c1 | · | 1
O=c1c2ccccc2nc2n1CCCCC2 | 86 | 6
COc1ccc(CCNc2nc(N3CCOCC3)nc(N3CCOCC3)n2)cc1OC | 66 | -9
CCOC(=O)c1ccccc1NC(=O)CSc1nnc(Cc2cccn2C)n1-c1ccc(C)cc1 | 94 | -2
Cc1cc(C)cc(OCC(=O)NCC(C)CN(C)C)c1 (centres undefined) | · | 1
Cc1cccc(Cc2cnc(NC(=O)c3cccc([N+](=O)[O-])c3)s2)c1 | 51 | ·
CC1CCN(S(=O)(=O)c2ccc(NC(=O)CSc3ncccc3C(=O)O)cc2)CC1 | 102 | -3
COc1ccc(N(CC(=O)Nc2cc(C)ccc2C)S(C)(=O)=O)cc1 | · | -14
O=C(Nc1ccc2nn(-c3ccc(F)cc3)nc2c1)c1cccc(Br)c1 | · | 57*
Brc1ccc(C=NC2C3CC4CC(C3)CC2C4)cc1 (centres undefined) | 137 | ·
CC(=O)Nc1ccc(/C=N/c2nc3c(C)cc(C)cc3s2)cc1 | · | -9
COC(=O)c1cc(OC)c(OC)cc1NC(=O)c1ccc(Br)o1 | 102 | 1

7 entries already listed, arranged by number of heavy atoms, lowest first:
SMILES | BAP1 block | HePTP inhibitor
Brc1ccc(C=NC2C3CC4CC(C3)CC2C4)cc1 (centres undefined) | 137 | ·
Cc1cc(C)cc(OCC(=O)NCC(C)CN(C)C)c1 (centres undefined) | · | 1
CC(=O)Nc1ccc(/C=N/c2nc3c(C)cc(C)cc3s2)cc1 | · | -9
COc1ccc(N(CC(=O)Nc2cc(C)ccc2C)S(C)(=O)=O)cc1 | · | -14
O=C(Nc1ccc2nn(-c3ccc(F)cc3)nc2c1)c1cccc(Br)c1 | · | 57*
CCOc1ccc2c(=O)c(Oc3ccc(OC)cc3)c(C(F)(F)F)oc2c1 | · | 1
COc1ccc(CCNc2nc(N3CCOCC3)nc(N3CCOCC3)n2)cc1OC | 66 | -9
